PMI inhibitors – inhibitors of human PMI, primary screen, biochemical, fluorescence intensity, coupled assay (AID 1209) | purified PMI enzyme, coupled fluorescence intensity; higher % means a stronger effect | inhibition, % at 20 µM, or IC50 in µM where a hit was titrated | 190,000 tested, 0.42% active;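 further: plate controls were DMSO vehicle for no effect and wells lacking substrate for full effect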
Dynein cargo inh – blocks dynein driven cargo transport along microtubules; AID 1381; 3617.4 mouse cells, GR-EGFP nuclear translocation imaging; test concentration mostly 20 µM; stimulated with dexamethasone, 1 µM; active compounds read low; 220,000 tested, 0.47% active; z-score, hits read low;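 active means plate z-score of nuclear minus cytoplasmic receptor signal below a set negative limit, without overly bright fluorescence or cell loss, cut at about -3.5 in these data, passing the limit was not always enough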;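 further: z-score of nuclear minus cytoplasmic ring GR-EGFP intensity difference per well; some compounds called inactive have numbers as strong as hits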
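medium = tetracycline-free induction medium containing charcoal-stripped FBS | also added = 1.0 µM final dexamethasone stimulus | schedule = 48 h induction, 1 h compound, 30 min dex at 37 °C | technique = fixed, Hoechst-stained cells imaged at 10x for EGFP | measure = GR-EGFP nuclear translocation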
M17LAP inhibition – P. falciparum M17LAP inhibitors, primary screen, biochemical, fluorogenic H-Leu-NHMec substrate, 1536-well (AID 1619) | recombinant M17LAP, H-Leu-NHMec fluorogenic kinetic assay; higher % means a stronger effect | inhibition, % at 30 µM, or IC50 in µM where a hit was titrated | 220,000 tested, 0.38% active;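 active means compound inhibiting the enzyme by more than half at any dose during confirmatory dose-response retesting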;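 further: plate controls were full reaction with DMSO carrier for no effect and no enzyme background for full effect; strong numbers were not always called active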
M1AAP inhibition – P. falciparum M1AAP inhibitors, biochemical, fluorogenic H-Leu-NHMec substrate, 1536-well (AID 1445) | 220,000 tested, 0.42% active | inhibition, % at 30 µM; hits with a dose series show IC50 in µM | recombinant M1AAP, H-Leu-NHMec fluorogenic kinetic assay; higher % means a stronger effect;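 active means primary inhibition above the hit cutoff, then over 50% inhibition at one or more dose response concentrations, cut at about 23% in these data, passing the limit was not always enough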;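 further: plate controls were DMSO full reaction for no effect and no enzyme background for full effect; strong numbers were not always called active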
SIAH1 antagonists – Siah-1 peptide-binding antagonists, primary screen, biochemical, fluorescence polarization, rhodamine-plectin, uHTS (AID 1817) | Siah-1 / rhodamine-plectin peptide fluorescence polarization; higher % means a stronger effect | one-dose displacement, % at 20 µM; IC50 in µM for titrated hits | 290,000 tested, 0.02% active;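 active means displacement of at least 50% at 20 µM, with a fluorescence ratio check between 0.3 and a set limit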;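 further: plate controls were Siah plus tracer with DMSO for no effect and tracer alone without Siah for full effect; strong numbers were not always called active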
XIAP displacement – small molecules displacing peptide from XIAP – biochemical, IAP family, fluorescence polarization (AID 1018) | displacement, % at 20 µM; hits with a dose series show IC50 in µM | 200,000 tested, 0.007% active | XIAP BIR domain, fluorescence polarization peptide displacement; higher % means a stronger effect; in the data active means displacement above about 50%; further: a part of the inactive calls stands beside numbers as strong as those of hits
PMI inhibition – MPI inhibition at elevated mannose 6-phosphate – biochemical, fluorescence intensity, high mannose 6-phosphate, primary screen (AID 1220). recombinant PMI enzyme, coupled fluorescence intensity; higher % means a stronger effect. one-dose inhibition, % at 20 µM; IC50 in µM for titrated hits. 190,000 tested, 0.66% active
LYP phosphatase – PTPN22 lymphoid phosphatase activity blockers – biochemical, fluorescence intensity, uHTS (AID 1779); recombinant LYP phosphatase, fluorescence intensity; higher % means a stronger effect; inhibition, % at 11.5 µM, or IC50 in µM where a hit was titrated; 290,000 tested, 0.054% active;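 further: plate controls were vehicle with enzyme for no effect and no enzyme for full effect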
AID2073 – inhibitors of Mint1-CaV2.2 protein interaction, biochemical, HTRF (AID 2073); HTRF protein-protein interaction, Mint1-CaV2.2; higher % means a stronger effect; inhibition, % at 20 µM; hits with a dose series show IC50 in µM; 290,000 tested, 0.19% active; in the data active means inhibition mostly above about 51%, no sharp cut-off; further: some results filed as inactive read as strong as hits
Dynein cargo inh cytoplasmic EGFP – further read-out of Dynein cargo inh, marked with its call; z-score; measured here: cytoplasmic GR-EGFP intensity; active compounds read high
Dynein cargo inh nuclear GR-EGFP – also measured in Dynein cargo inh; calls as there; z-score; measured here: nuclear GR-EGFP intensity;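 lower value marks the stronger effect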
Dynein cargo inh cell count – further read-out of Dynein cargo inh, marked with its call; z-score; measured here: cell count per field
* marks the source's active call; other numbers are inactive results; . = no result given. Unless noted, no stated cut-off is given here; in the data, active means inhibition above about 50%; inactive means the rest.

1) CCOC(=O)C(C)Sc1nc(C2CC2)cc(C(F)(F)F)c1C#N (stereo unspecified)
2) OCC1(CCOc2ccccc2)CCN(C2Cc3ccccc3C2)CC1
3) CCOC(=O)C1=C(c2ccccc2)Nc2c(c(=O)n(C)c(=O)n2C)C1c1ccc(O)c(OC)c1 (stereo unspecified)
4) CC1CN(C)C(C)C/C1=N/Oc1ccccc1[N+](=O)[O-] (stereo unspecified)
5) COC(=O)Cn1cc(/C=C(/C#N)C(=O)N2CCOCC2)c2ccccc21
6) O=C(CC1SC(=O)N(Cc2ccc(Cl)cc2)C1=O)Nc1nccs1 (stereo unspecified)
7) CCOC(=O)c1c(NC(=O)COC(=O)Cn2cnc3ccccc32)sc(C)c1C
8) CCOC(=O)CCC(=O)Nc1cccc([N+](=O)[O-])c1
Screen / compound no. | 1 | 2 | 3 | 4 | 5 | 6 | 7 | 8
PMI inhibition | 4% | 5% | 2% | 42% | 13% | -9% | 0% | -54%
PMI inhibitors | 9% | 10% | 8% | 10% | 13% | -4% | 6% | -53%
LYP phosphatase | -7% | -10% | -5% | -4% | -7% | 3% | -4% | 1%
Dynein cargo inh cell count | 0.94 | 1.2 | 0.035 | 0.65 | 1.1 | 0.34 | -0.69 | 0.28
M1AAP inhibition | -5% | 11% | 2% | . | 15% | 2% | 4% | -3%
Dynein cargo inh nuclear GR-EGFP | -0.87 | -0.5 | 0.59 | 0.34 | -0.47 | -0.37 | 0.1 | -0.0061
XIAP displacement | -3.4% | -3.0% | -4.5% | -1.1% | -3.2% | -7.5% | -2.5% | -9.4%
Dynein cargo inh cytoplasmic EGFP | -0.27 | -0.22 | -0.23 | -0.22 | -0.15 | -0.095 | -0.17 | -0.2
SIAH1 antagonists | 2% | -4% | 2% | -4% | -2% | 4% | 2% | 0%
Dynein cargo inh | -0.47 | -1.2 | 1.1 | -0.28 | -1.1 | -0.55 | -0.33 | 0.43
M17LAP inhibition | -3% | -1% | -3% | . | 24% | 2% | -7% | 29%
AID2073 | -1% | 9% | -8% | -7% | -1% | 0% | -1% | 0%

9) Oc1ccccc1N1CCN(c2nc(-c3cccs3)nc3ccccc23)CC1
10) Cc1nc(-c2c(-c3ccc(O)cc3O)noc2C(F)(F)F)cs1
11) CC1CN(C(=O)c2ccc3c(c2)OCO3)OC(c2ccccc2)O1 (stereo unspecified)
12) CCn1cc(C(=O)NCCCN(C)c2ccccc2)c(=O)c2cc(S(=O)(=O)N(C)C)ccc21
13) CCCCNC(=S)Nc1cccc2cnccc12
14) CC(=O)Nc1ccc(NC(=O)c2ccccc2CC[N+](=O)[O-])cc1
15) O=C(O)c1ccc2c(c1)C(=O)N(c1cccc(-c3nc4ccccc4s3)c1)C2=O
16) CCN(CC)CCOc1ccc(Br)cc1
Screen / compound no. | 9 | 10 | 11 | 12 | 13 | 14 | 15 | 16
PMI inhibition | . | 11% | 1% | 14% | 4% | -5% | -9% | -14%
PMI inhibitors | . | 16% | 3% | 12% | 6% | -6% | 102%* | -13%
LYP phosphatase | 2% | 0% | -7% | 9% | 1% | -1% | 5% | 4%
Dynein cargo inh cell count | 0.33 | 0.027 | -0.14 | 0.22 | 0.52 | 0.66 | 1 | 0.3
M1AAP inhibition | . | -1% | 3% | 15% | 1% | 3% | -2% | 0%
Dynein cargo inh nuclear GR-EGFP | -0.41 | 0.35 | -0.039 | 0.49 | -0.44 | 0.59 | -0.13 | -0.42
XIAP displacement | . | -3.6% | -3.6% | -0.6% | -0.3% | -4.0% | -15% | -4.9%
Dynein cargo inh cytoplasmic EGFP | -0.79 | 0.18 | -0.3 | -0.24 | -0.27 | -0.23 | -0.3 | -0.24
SIAH1 antagonists | 3% | -4% | 4% | 0% | 3% | -1% | 1% | 4%
Dynein cargo inh | -0.37 | -0.52 | 0.43 | 0.31 | -0.32 | 0.032 | -0.14 | 0.58
M17LAP inhibition | . | -7% | 3% | 0% | 2% | 3% | 23% | 17%
AID2073 | 9% | 0% | -1% | 4% | -3% | -8% | 20% | 5%

17) CCn1cc(C(=O)NCCCN2CC(C)CC(C)C2)c2cc(OC)c(OC)cc2c1=O (stereo unspecified)
18) COc1ccc(NC(=O)c2c(NC(=O)CNCc3ccco3)sc3c2CCC3)cc1
19) CCOCCOC(=O)C(C)Oc1ccc(Oc2nc(Cl)ccc2Cl)cc1 (stereo unspecified)
20) Cc1ccccc1OCC(=O)Nc1nnc(-c2ccncc2)s1
21) COc1ccc(C2C(C(=O)Nc3cccnc3)=C(C)Nc3nc(-c4ccco4)nn32)cc1 (stereo unspecified)
22) CCOC(=O)Nc1sc2nc(C)cc(C)c2c1-n1cccc1
23) COC(=O)c1cc2sccc2n1CC(=O)Nc1ccc(OC)c(OC)c1OC
24) CC(=O)Oc1cccc(N2C(=O)C3CC=C(Cl)CC3C2=O)c1 (stereo unspecified)
Screen / compound no. | 17 | 18 | 19 | 20 | 21 | 22 | 23 | 24
PMI inhibition | 18% | 6% | 14% | . | 13% | 15% | 11% | 4%
PMI inhibitors | 18% | 9% | 17% | . | 3% | 20% | 11% | 4%
LYP phosphatase | -1% | 0% | -7% | -7% | -7% | -5% | -3% | -6%
Dynein cargo inh cell count | -0.2 | 0.043 | 0.089 | 0.093 | 0.6 | 0.62 | 0.89 | -3.8
M1AAP inhibition | 3% | 2% | -1% | 1% | 3% | 2% | 1% | -2%
Dynein cargo inh nuclear GR-EGFP | 0.018 | 0.038 | 0.058 | -0.038 | -0.29 | -0.36 | 0.97 | 0.42
XIAP displacement | 3.7% | -8.1% | -8.1% | . | -4.2% | -2.3% | -3.4% | -4.9%
Dynein cargo inh cytoplasmic EGFP | -0.25 | -0.22 | -0.28 | -0.29 | -0.26 | -0.2 | -0.27 | 0.61
SIAH1 antagonists | 2% | -6% | -4% | -6% | 3% | -3% | -1% | -3%
Dynein cargo inh | -0.2 | -0.59 | -0.0087 | 0.66 | -0.62 | -0.39 | 0.49 | -0.3
M17LAP inhibition | 4% | -5% | -9% | -5% | -10% | 1% | 13% | 1%
AID2073 | 0% | 15% | -14% | -13% | -8% | -4% | 3% | 4%

25) CNS(=O)(=O)c1cccc(C(=O)OCC(=O)Nc2ccccc2F)c1
26) COc1cc(NC(=S)N2CCCCC2C)c(OC)cc1Cl (stereo unspecified)
27) CCc1cc2c(=O)c(-c3cnn(-c4ccccc4)c3)c(C)oc2cc1OCC(=O)Nc1ccc(F)c(F)c1
28) Cc1ccc(NC(=S)NCc2ccco2)c(C)c1
29) O=C(Nc1cc(S(=O)(=O)N2CCCCC2)ccc1N1CCCCC1)C1CC1
30) CC(C)N(Cc1nc(-c2ccc(Cl)cc2)no1)Cc1nccn1C
31) COc1cccc(COCC(O)Cn2cnc3cc(C)c(C)cc32)c1 (stereo unspecified)
32) Cc1cc(-c2nnc(SCC(=O)Nc3ccccc3C(F)(F)F)o2)c(C)n1-c1ccccc1
Screen / compound no. | 25 | 26 | 27 | 28 | 29 | 30 | 31 | 32
PMI inhibition | -14% | 40% | 2% | . | . | 5% | -10% | -3%
PMI inhibitors | -12% | 20% | 0% | . | . | 6% | -7% | 6%
LYP phosphatase | -11% | 0% | -4% | -7% | 2% | -7% | -4% | 0%
Dynein cargo inh cell count | 1.1 | 0.79 | 0.21 | -0.58 | -0.41 | 0.72 | -1.3 | 0.72
M1AAP inhibition | -2% | 7% | 2% | -1% | . | -8% | -3% | -2%
Dynein cargo inh nuclear GR-EGFP | -0.61 | -0.07 | -0.62 | 1 | -0.0072 | -0.0074 | 1.1 | -0.066
XIAP displacement | -3.9% | 0.3% | -9.0% | . | . | -2.9% | 0.1% | -7.1%
Dynein cargo inh cytoplasmic EGFP | -0.36 | -0.3 | -0.28 | -0.24 | -0.78 | -0.3 | -0.2 | -0.14
SIAH1 antagonists | -5% | 14% | 18% | 2% | -1% | -1% | 8% | -2%
Dynein cargo inh | -0.38 | -0.44 | -0.55 | 0.76 | 0.35 | -0.77 | 0.35 | -0.64
M17LAP inhibition | -4% | 3% | -4% | 2% | . | 5% | 60% | 0%
AID2073 | 0% | -20% | -4% | -5% | 35% | 10% | -9% | -9%

A draw from above in order of number of heavy atoms, rising:
28) Cc1ccc(NC(=S)NCc2ccco2)c(C)c1
26) COc1cc(NC(=S)N2CCCCC2C)c(OC)cc1Cl (stereo unspecified)
30) CC(C)N(Cc1nc(-c2ccc(Cl)cc2)no1)Cc1nccn1C
31) COc1cccc(COCC(O)Cn2cnc3cc(C)c(C)cc32)c1 (stereo unspecified)
29) O=C(Nc1cc(S(=O)(=O)N2CCCCC2)ccc1N1CCCCC1)C1CC1
32) Cc1cc(-c2nnc(SCC(=O)Nc3ccccc3C(F)(F)F)o2)c(C)n1-c1ccccc1
Screen / compound no. | 28 | 26 | 30 | 31 | 29 | 32
PMI inhibition | . | 40% | 5% | -10% | . | -3%
PMI inhibitors | . | 20% | 6% | -7% | . | 6%
LYP phosphatase | -7% | 0% | -7% | -4% | 2% | 0%
Dynein cargo inh cell count | -0.58 | 0.79 | 0.72 | -1.3 | -0.41 | 0.72
M1AAP inhibition | -1% | 7% | -8% | -3% | . | -2%
Dynein cargo inh nuclear GR-EGFP | 1 | -0.07 | -0.0074 | 1.1 | -0.0072 | -0.066
XIAP displacement | . | 0.3% | -2.9% | 0.1% | . | -7.1%
Dynein cargo inh cytoplasmic EGFP | -0.24 | -0.3 | -0.3 | -0.2 | -0.78 | -0.14
SIAH1 antagonists | 2% | 14% | -1% | 8% | -1% | -2%
Dynein cargo inh | 0.76 | -0.44 | -0.77 | 0.35 | 0.35 | -0.64
M17LAP inhibition | 2% | 3% | 5% | 60% | . | 0%
AID2073 | -5% | -20% | 10% | -9% | 35% | -9%

Next part
33) CCC1(C)Cc2ccccc2-c2c1c(=O)n(Cc1ccccc1)c1nnnn21 (stereo unspecified)
34) Cc1cccc(NC(=O)COC(=O)c2cccc3c2C(=O)c2ccccc2C3=O)c1C
35) O=C(COC(=O)C12CC3CC(CC(C3)C1)C2)Nc1nccs1
36) COc1ccc(C2=NNC(=O)CC2)cc1
Screen / compound no. | 33 | 34 | 35 | 36
PMI inhibition | 8% | 32% | -12% | -15%
PMI inhibitors | 6% | 17% | -8% | -8%
LYP phosphatase | -5% | 9% | -13% | -5%
Dynein cargo inh cell count | 1.1 | 0.37 | -1.3 | 0.9
M1AAP inhibition | -3% | 8% | 0% | 8%
Dynein cargo inh nuclear GR-EGFP | 0.34 | -0.72 | 1.8 | -0.056
XIAP displacement | -2.5% | -6.6% | -2.5% | -3.0%
Dynein cargo inh cytoplasmic EGFP | -0.26 | -0.23 | -0.19 | -0.26
SIAH1 antagonists | -3% | -1% | 7% | -2%
Dynein cargo inh | 0.0072 | -0.9 | 2.4 | -0.22
M17LAP inhibition | -8% | -8% | -5% | 9%
AID2073 | 7% | -6% | 6% | -8%
